Assay outcomes: PubChem, National Center for Advancing Translational Sciences (NCATS)
CBFb RUNX1 block: inhibitors of human CBF-beta and RUNX1 interaction | Potency, µM (series often up to 59.8 µM), inactives show at the top dose activity, negative = inhibition, actives largely listed as inhibitors | 230,000 tested, under 10 active | AlphaScreen CBFb-His/RUNX1-biotin binding, biochemical; further: % of control where 0% means no effect
Target sequence (Q01196 whole entry, looked up): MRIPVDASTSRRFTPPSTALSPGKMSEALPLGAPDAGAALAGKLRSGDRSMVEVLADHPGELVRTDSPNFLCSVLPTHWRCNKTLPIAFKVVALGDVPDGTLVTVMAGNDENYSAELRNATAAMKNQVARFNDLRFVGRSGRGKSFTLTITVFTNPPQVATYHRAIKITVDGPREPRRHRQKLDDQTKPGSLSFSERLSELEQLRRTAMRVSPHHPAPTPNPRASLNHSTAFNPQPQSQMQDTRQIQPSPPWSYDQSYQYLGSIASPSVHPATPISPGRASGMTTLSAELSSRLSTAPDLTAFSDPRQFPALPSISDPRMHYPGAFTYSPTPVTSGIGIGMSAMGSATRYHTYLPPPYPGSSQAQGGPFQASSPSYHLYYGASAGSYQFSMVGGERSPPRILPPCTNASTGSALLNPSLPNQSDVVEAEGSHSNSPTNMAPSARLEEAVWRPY
Target sequence (Q13951 whole entry, looked up): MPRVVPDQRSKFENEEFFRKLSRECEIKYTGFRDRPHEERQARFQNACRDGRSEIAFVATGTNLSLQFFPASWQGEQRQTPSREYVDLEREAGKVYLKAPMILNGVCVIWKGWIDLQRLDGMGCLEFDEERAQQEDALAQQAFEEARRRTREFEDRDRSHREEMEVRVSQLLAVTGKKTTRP
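Bead-based AlphaScreen assay; binding partners His-tagged CBF-beta and biotinylated RUNX1 at 30 nM each. Compound exposure 15 min after a 20-min protein preincubation; bead step 90 min; all steps at room temperature.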
NPSR antagonist: blocks cAMP signaling of the human neuropeptide S receptor. Q6W5P4. actives 1% (n = 220,000). AID 1461. CHO-NPSR cells, cAMP TR-FRET, antagonist mode. Potency, µM (series often up to 38.3 µM), without a hit: top-dose activity change, negative = inhibition, hits mostly inhibitors; further: potency means the concentration at half of the fitted maximal effect; on the % scale 0 is the no-effect control and ±100 the full control effect; nearly all actives have a fitted effect of over 50% in size; many of its hits are not listed in these tables
TR SRC2 fluor cs: alters Texas Red total fluorescence, flagging assay interference. Potency, µM (highest dose often 106 µM), for inactives: top-dose fluorescence change, negative = quenching. AID 1479. TRb/SRC2 Texas Red total fluorescence interference. actives 0.29% (n = 280,000); active means well fitted curve in either direction with a large enough effect; inconclusive means small, poorly fitted or top-dose-only effect; further: potency means the concentration at half of the fitted maximal effect; on the % scale 0 is the no-effect control and ±100 the full control effect
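Human TRβ ligand-binding domain (0.6 uM) and Texas Red SRC2 peptide (20 nM) in Tris buffer with 1 uM T3 and 5% DMSO were incubated with pinned compound for 5 hr at ambient temperature. Total fluorescence was computed as S + 2P (555/632 nm).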
Tau fibril FP: tau fibrillization inhibition (FP) | Potency, µM (doses to about 57.7 µM), for the others: at the top dose activity, negative = inhibition, usual class: inhibitors | K18 P301L tau heparin fibrillization, Alexa594 FP, 6 h | actives 0.39% (n = 280,000) | AID 1468; further: potency means the concentration at half of the fitted maximal effect; on the % scale 0 is the no-effect control and ±100 the full control effect; nearly all actives have a fitted effect of over 55% in size
Target sequence (P10636 561-689 P618L limits assumed): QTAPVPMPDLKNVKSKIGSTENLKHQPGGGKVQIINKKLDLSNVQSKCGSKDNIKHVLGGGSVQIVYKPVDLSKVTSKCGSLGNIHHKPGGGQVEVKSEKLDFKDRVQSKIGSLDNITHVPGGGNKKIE
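Recombinant K18 P301L […], labeled with Alexa 594 at 0.24 uM over 15 uM unlabeled; heparin inducer 20 uM final; 37 C, 6 hr; FP endpoint.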
TRb-SRC2 inh: disrupts binding of human TR beta to SRC2 | P10828 | TRbeta-SRC2 peptide binding, fluorescence polarization; receptor liganded with 1 µM T3 | Potency, µM (series often up to 106 µM), without a hit: at the highest dose activity change, negative = inhibition, actives largely listed as inhibitors | actives 0.065% (n = 280,000) | AID 1469;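 further: potency means the concentration at half of the fitted maximal effect; plate controls were bound peptide for no effect and peptide without receptor for full effect; nearly all actives have a fitted effect of over 50% in size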
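Decrease in fluorescence polarization of 20 nM Texas Red SRC2 coactivator peptide flagged inhibition of its binding to 0.6 uM TRb LBD; 1 uM T3 included, incubation 5 hr, ex 555/em 632 nm.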
aGal spleen mod: alpha-galactosidase A (human) modulation. P06280. human spleen homogenate, 4MU-alpha-Gal fluorescence, 40 min. Potency, µM (doses to about 80 µM), inactives show at the highest dose activity change, negative = inhibition, usual class: inhibitors. actives 0.008% (n = 240,000);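 further: potency means the concentration at half of the fitted maximal effect; 0% = enzyme with vehicle and -100% = no enzyme basal signal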
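Spleen homogenate 1 ug + cpd (titration) + 4-MU-alpha-D-galactopyranoside 1 mM; 37C 40 min; 50 mM citrate/phosphate pH 5.0, 0.01% Tween-20; stop pH 10; fluorescence 365/440; AC50 via Hill.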
Epigenetic derep: regulators of epigenetic silencing causing reporter derepression in mouse cells; murine LDR cells, GFP reporter derepression, 30 h; Potency, µM (series often up to 53.9 µM), for the others: at the highest dose GFP activation, hits mostly activators; actives 0.2% (n = 280,000); further: potency means the concentration at half of the fitted maximal effect; % of control where 0% means no effect; nearly all actives have a fitted effect of over 60% in size
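Murine LDR cells bearing a silenced CMV-driven GFP reporter were exposed to compound for 30 h at 37 C. After PBS washes, GFP-positive cells (20-120 um objects) counted by laser-scanning microplate cytometry.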
Tau fluor counter: counter-screen for tau fibril formation inhibitors; tau K18 P301L (four-repeat tau fragment) Alexa594 fluorescence, heparin fibrillization; Potency, µM (doses to about 57.7 µM), for inactives: top-dose activity change, negative = decrease; actives 0.93% (n = 280,000); AID 1463; further: potency means the concentration at half of the fitted maximal effect; on the % scale 0 is the no-effect control and ±100 the full control effect; nearly all actives have a fitted effect of over 55% in size
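Human K18 P301L tau (15 uM unlabeled plus 0.24 uM Alexa 594-labeled, final) in 100 mM sodium acetate pH 7 was mixed with compound and 20 uM heparin and incubated 6 hr at 37 C.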
* = called active by the depositor; ? = inconclusive; nt = not tested or not shown; [ ] = another dose, or the depositor's remark. Unless noted, the call rests on the fitted dose curve; in most records, active means well fitted curve in the direction sought with a large enough effect; inconclusive means small, poorly fitted or top-dose-only effect, or another doubt; inactive means no such curve, though single readings can be large; an effect the other way counts as inactive or inconclusive. The list is partial; count on the stated rates, not on these rows.

compound | Tau fibril FP | CBFb RUNX1 block | aGal spleen mod | TRb-SRC2 inh | Tau fluor counter | NPSR antagonist | Epigenetic derep | TR SRC2 fluor cs
Cc1cc(/C=C(\C#N)C(=O)Nc2ccccc2)c(C)n1-c1ccc(C(=O)O)cc1 | 2% | -1% | 5% | -5% | -9% | 59% | 3.8% | -1%
CNCc1ccccc1OCc1ccccc1F | 3% | 10% | -3% | -5% | 11% | 14% | -2.5% | 1%
O=c1oc2ccccc2c(NCc2ccccc2F)c1[N+](=O)[O-] | -5% | 0% | 0% | 3% | -6% | 8% | -1.1% | 9%
CC1(C)CC(CCN(Cc2ccccc2)C(=O)c2ccco2)(c2ccccc2)CCO1 (stereo not given) | 8% | -6% | -4% | 3% | -5% | ? | 0.0% | 1%
CCOc1ccc(N2C(=O)CN(C)C2=S)cc1 | -3% | -2% | -14% | -8% | 0% | 4% | 1.3% | 0%
Cc1cc(OC(=O)c2ccccc2Cl)cc(=O)n1C | 10% | 3% | -1% | -3% | -1% | -9%[46.1 µM] | -1.4% | 1%
CCc1ccccc1NC(=O)CCCSc1nc2ccccc2s1 | -6% | 2% | 3% | 1% | -16% | -8% | -3.2% | 1%
COc1ccc2cc(C(=O)C3CCCN(Cc4cnc(N5CCOCC5)s4)C3)ccc2c1 (stereo not given) | 4% | -12% | -2% | 1%[53 µM] | -8% | 17% | -0.1% | -2%[53 µM]
Cc1nnc(NC(=O)c2c(F)cccc2F)s1 | -3% | 11% | -3% | 4% | -12% | -4%[46.1 µM] | -0.8% | 2%
OCC[C@H]1C[C@@H](O)[C@H](O)[C@]2(CCCCO2)O1 | 5% | 0% | -1% | -3% | 15% | 2% | -0.6% | -2%
COCCNC(=S)N/N=C(\C)c1ccc(C)c([N+](=O)[O-])c1 | -2% | -12% | 4% | -2% | -10% | -46% | -1.5% | -2%
CCOC(=O)C(C)Oc1ccccc1C1NC(=O)NC(C)=C1C(=O)Nc1ccc(C)c(C)c1 (stereo not given) | 13% | 6% | 0% | 6% | 14% | 4%[46.1 µM] | 1.8% | -2%
CCOC(=O)C1=C(CS(=O)(=O)c2ccc(Br)cc2)NC(=O)NC1c1ccccc1 (stereo not given) | -6% | nt | nt | 1% | -6% | nt | 0.9% | -2%
Cc1ccc(-c2nn(-c3ccccc3)cc2CN(C)C(=O)CCC(=O)O)cc1C | 9% | 6% | 4% | -13% | 1% | -33% | 1.6% | -1%
Oc1c(Cl)cc(Cl)cc1C=Nc1cc(C(F)(F)F)ccc1N1CCc2ccccc2C1 | ? | -3% | -5% | 2% | -28% | ? | 2.1% | -3%
O=C(COc1ccccc1Cl)Nc1ccc2nc(SCC(=O)N3CCOCC3)sc2c1 | -4% | nt | nt | -5% | -4% | nt | 19% | ?
COc1ccc(Cl)cc1NC(=O)c1cnc(SC)nc1-c1ccccc1 | ? | nt | nt | 3% | -22% | nt | 0.0% | 5%
Cc1cccc(S(=O)(=O)NCCc2ccccc2)c1 | -4% | 8% | -3% | -2% | -17% | -3% | -1.5% | 1%
Cc1csc(SCC(=O)c2cc(C)n(Cc3cccs3)c2C)n1 | 6% | -12% | 8% | -1% | -16% | -17%[46.1 µM] | 0.0% | 3%
Cc1onc(-c2ccccc2)c1C(=O)Nc1ccc(S(=O)(=O)NC(C)(C)C)cc1 | -1% | 2% | 6% | -7% | 6% | 12% | -8.7% | 1%
COc1cccc(C(=O)Nc2nc3ccc(S(C)(=O)=O)cc3s2)c1 | -13% | -7% | 0% | 4% | -25% | -10% | -2.2% | -2%
O=C(Nc1ccccc1F)c1ccc(CSc2ncccn2)cc1 | -4% | 5% | -3% | 6% | -12% | -17% | -1.2% | -3%
COc1ccc(C(=O)c2c(NC(C)=O)sc3c2CCN(C(=O)OC(C)(C)C)C3)cc1 | -4% | -5% | 1% | -1% | -1% | 49% | 1.5% | -1%
O=C(COc1ccc(/C=N/NS(=O)(=O)c2ccccc2)cc1)Nc1ccc(F)cc1 | -9% | -1% | 4% | -6% | -12% | -21%[46.1 µM] | -1.0% | -2%
O=C(Oc1ccc2c(=O)c(Oc3ccc4ccccc4c3)coc2c1)c1ccco1 | 4% | 0% | 1% | 8% | -15% | 7%[46.1 µM] | 0.8% | -1%
CN(CCN1CCOCC1)Cc1nc(-c2ccc3c(c2)OCO3)no1 | 8% | -6% | -4% | 0% | -10% | -1% | -1.1% | -2%
COc1ccc(NC(=O)CN2CCN(CC(=O)Nc3ccccc3Cl)CC2)cc1 | ? | 4% | 3% | -7% | 1% | 0%[46.1 µM] | -1.1% | -2%
O=c1[nH]c2ccccc2nc1C(Nc1ccccc1)c1ccccc1 (stereo not given) | ? | -9% | -2% | -2% | ? | 33% | 0.5% | -2%
O=c1[nH]c(CN2CCN(S(=O)(=O)c3ccc4c(c3)OCCO4)CC2)nc2sc3c(c12)CCCC3 | -8% | -1% | 7% | 5% | -11% | ? | -0.9% | 1%
COc1ccc(-c2noc(N3CCC(C(=O)N4CCN(c5cccc(C)c5C)CC4)CC3)n2)cc1 | -2% | nt | nt | -5% | -13% | nt | -0.3% | -1%
CC(=O)/C=C(\C)NCCNc1c(F)c(F)c(CO)c(F)c1F | -4% | 2% | 3% | -8% | 3% | -3%[46.1 µM] | -5.1% | 3%
Cc1ccc(CCNC(=O)CN2CCN(Cc3ccccc3F)C2=O)cc1 | -8% | -1% | -5% | 7% | -12% | -13%[46.1 µM] | -0.1% | 0%
NNC(=O)CCn1c2ccccc2c2ccccc21 | -12% | 1% | -6% | 8% | -15% | -5% | -6.2% | -1%
Cc1c(C(=O)N2CCOCC2)sc2nc(-c3ccccc3)cn12 | -6% | -6% | 9% | -6% | -10% | -7%[46.1 µM] | 0.8% | 0%
CCC1(C)Cc2nc(Cl)c(C#N)cc2CO1 (stereo not given) | -3% | 8% | 4% | 1% | -6% | 9% | -1.2% | 0%
COc1ccc(OC[C@@H](CO)OC)cc1 | 4%[11.6 µM] | 4%[13.1 µM] | 2%[17.5 µM] | 2%[11.2 µM] | 0%[11.6 µM] | nt | 1.1%[10.1 µM] | 1%[11.2 µM]
CC1(CC(=O)N/N=C/c2cc(Br)c(O)cc2O)OCCO1 | 1% | -8% | 7% | 1% | -1% | -9%[46.1 µM] | -0.3% | -2%
COc1ccccc1-c1nc(-c2ccc(C)nc2OC)no1 | ? | 2% | -14% | -26% | -15% | 15%[46.1 µM] | 0.9% | -3%
Cc1cc([N+](=O)[O-])nn1CC(=O)NCc1nc2ccccc2[nH]1 | 9% | 1% | 3% | 0% | -13% | 16% | -1.5% | -2%
CCN(CC)c1ccc2c(C)c(CN3CCOCC3)c(=O)oc2c1 | 2% | 16% | ? | -3% | -11% | -21%[46.1 µM] | -0.9% | 0%
COc1ccc(N(CC(=O)NCc2ccccc2Cl)S(=O)(=O)c2c(C)[nH]c(=O)[nH]c2=O)cc1 | -5% | nt | nt | 0% | -3% | nt | 1.9% | 2%
Cc1cc(NC(=O)CSc2nnc(-c3ccccc3)c(-c3ccccc3)n2)no1 | -4% | 0% | -8% | 1% | -8% | -33% | 1.9% | -1%
CCC(C)NC(=O)c1ccccc1NC(=O)c1ccccc1N(C)S(C)(=O)=O (stereo not given) | -2% | 5% | 8% | 0% | -1% | -1%[46.1 µM] | -8.9% | -6%
O=C(O)Cn1c(SCCOc2ccccc2F)nc2ccccc21 | -5% | 0% | 1% | 2% | 4% | -9%[46.1 µM] | 0.0% | -6%
CCC(=O)NCCc1nc2cc(NC(=O)c3ccc(OC)cc3)ccc2n1C | 4% | 6% | -5% | 3% | -7% | -9%[46.1 µM] | 0.9% | -2%
CCOC(=O)c1[nH]c2ccc(OC)cc2c1NC(=O)NC(C)C | -11% | 3% | 2% | 2% | -10% | -15%[46.1 µM] | -0.9% | -5%
C[C@H]1CC[C@@]2(O[C@H](CCO)C[C@@H](O)[C@@H]2O)O1 | 10% | 7% | 19% | -3% | 9% | -6% | -2.0% | -2%
CSc1ccc(Cn2nnc(C(=O)Nc3ccc(C)cc3Cl)c2N)cc1 | ? | nt | nt | 0% | -8% | nt | -1.1% | -1%
Cc1cc(C)cc(N(CC(=O)NCc2ccccc2Cl)S(=O)(=O)c2c(C)noc2C)c1 | 2% | nt | nt | -5% | -7% | nt | -2.2% | -1%
CC(=O)c1c(C)[nH]c(C(=O)OCC(=O)Nc2cc(S(=O)(=O)N3CCCC3)ccc2Cl)c1C | -9% | -10% | -2% | 3% | -19% | 6% | ? | -7%
COc1ccc(-c2c(C)n([O-])c3c([n+]2=O)CCCC3)c(OC)c1 | -6% | -3% | 3% | -7% | -6% | -1%[46.1 µM] | -1.0% | -2%
Cn1c(=O)c2c(nc(Oc3ccccc3Cl)n2Cc2ccc(C#N)cc2)n(C)c1=O | -16% | nt | nt | -2% | -9% | nt | 0.4% | -2%
Cc1sc(NC(=O)Cn2cnnn2)nc1-c1ccc(Cl)cc1 | -15% | 14% | -5% | -5% | -23% | -3% | 0.0% | -3%
CCOC(=O)c1c(NC(=O)C2C3C=CC(CC3)C2C(=O)O)sc(C)c1C (stereo not given) | 0% | 7% | -1% | -3% | 7% | 5% | 0.1% | -4%
COc1ccc(Cn2ccc3nc(C)c(C(=O)N4CCN(c5ccc(OC)cc5)CC4)cc3c2=O)cc1 | 4% | nt | nt | 6% | -13% | nt | 2.3% | 2%
O=C1CN=C(Nc2ccccc2Cl)N1c1ccccc1 | 7% | 17% | -8% | -6% | -1% | -7%[46.1 µM] | 0.0% | -10%
